NOD2 inhibition = NOD2 signaling inhibitors, cell-based, luminescence, uHTS, HEK293 (AID 1566); inhibition, % at 4 µM, or EC50 in µM where a hit was titrated; actives 0.63% (n = 290,000); HEK293 NOD2/NF-kB luciferase reporter, luminescence; higher % means a stronger effect; also: many of its hits are not listed in these tables
HIV peptide binding = inhibitors of HIV fusion peptide binding, primary screen, biochemical, uHTS, fluorescence dequenching (AID 1986); cell-free peptide binding, fluorescence dequenching, 30 min; higher % means a stronger effect; actives 0.3% (n = 290,000); one-dose inhibition, % at 20 µM; IC50 in µM for titrated hits; in the data active = inhibition mostly above about 52%, no sharp cut-off; inactive = mostly below about 76%; also: some results filed as inactive read as strong as hits
NOD1 inhibition = NOD1 signaling inhibitors, primary screen, cell-based, luminescence, uHTS (AID 1578). inhibition, % at 4 µM; hits with a dose series show EC50 in µM. NOD1-driven NF-kB luciferase reporter cells, luminescence; higher % means a stronger effect. actives 1% (n = 290,000); in the data active = inhibition mostly above about 36%, no sharp cut-off; inactive = mostly below about 34%;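 also: HEK-293T reporter cells stimulated with the NOD1 agonist gamma-tri-DAP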
Myeloid diff 2 = compounds promoting myeloid differentiation | ER-HoxA9 myeloid progenitors, lysozyme-GFP differentiation, flow cytometry | calls only at 10 µM | actives 1% (n = 360,000) | AID 624256;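 active = normalized GFP-positive differentiation at or above the plate's own cutoff, the solvent-only control mean plus 3 SD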;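 also: cells exposed to compound for four days before flow analysis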
SIAH1 antagonists = blockers of Siah-1 interaction with plectin peptide – biochemical, fluorescence polarization, rhodamine-plectin, uHTS, primary screen (AID 1817); Siah-1 / rhodamine-plectin peptide fluorescence polarization; higher % means a stronger effect; one-dose displacement, % at 20 µM; IC50 in µM for titrated hits; actives 0.02% (n = 290,000);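 active = displacement of at least 50% at 20 µM, with a fluorescence ratio check between 0.3 and a set limit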;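 also: plate controls were Siah plus tracer with DMSO for no effect and tracer alone without Siah for full effect; strong numbers were not always called active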
KOR beta-arrestin-1 = kappa opioid receptor activators – cell-based, luminescence, uHTS, primary screen (AID 1777). actives 0.02% (n = 280,000). KOR beta-arrestin recruitment, luminescence; higher % means a stronger effect. activation, % at 10 µM, or EC50 in µM where a hit was titrated; in the data active = activation above about 50%, passing the limit was not always enough; also: a part of the inactive calls stands beside numbers as strong as those of hits
LYP phosphatase = PTPN22 lymphoid phosphatase activity blockers – biochemical, fluorescence intensity, uHTS (AID 1779). recombinant LYP phosphatase, fluorescence intensity; higher % means a stronger effect. inhibition, % at 11.5 µM, or IC50 in µM where a hit was titrated. actives 0.054% (n = 290,000);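 also: plate controls were vehicle with enzyme for no effect and no enzyme for full effect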
KOR beta-arrestin-2 = KOR antagonists, beta-arrestin recruitment, cell-based, luminescence, uHTS (AID 1778); KOR beta-arrestin recruitment, luminescence, antagonist mode; higher % means a stronger effect; actives 0.091% (n = 290,000); inhibition, % at 10 µM, or IC50 in µM where a hit was titrated; also: strong numbers were not always called active
PhoP inhibition = inhibitors of PhoP regulon expression, primary screen, Salmonella Typhimurium, GFP reporter (AID 1863) | actives 0.16% (n = 300,000) | inhibition, % at 50 µM, or IC50 in µM where a hit was titrated | S. Typhimurium PhoP-regulated promoter GFP reporter, 4 h; higher % means a stronger effect;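 active = inhibition over 29.93%, a cutoff 3 SD above the screen mean, later confirmed by dose response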;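 also: 0% = low Mg2+ inducing control and 100% = high Mg2+ repressing control; strong numbers were not always called active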
Myeloid diff 2 GFP+ MAC1+ % = recorded beside Myeloid diff 2, whose call it bears; GFP+ MAC1+ double positive, %; measured here: differentiation confirmed by MAC1 staining
The depositor's hits bear a star; i = inactive; nt = not tested or not shown; + = active, no number; & = joins results of further samples; [ ] = another dose, or the depositor's remark. Rule as the data show it, unless noted: active = inhibition above about 50%; inactive = the rest.

SMILES | NOD2 inhibition | HIV peptide binding | NOD1 inhibition | Myeloid diff 2 | Myeloid diff 2 GFP+ MAC1+ % | SIAH1 antagonists | KOR beta-arrestin-1 | LYP phosphatase | KOR beta-arrestin-2 | PhoP inhibition
CCc1ccc(NC(=S)NNC(=O)c2ccccc2OC(F)F)cc1 | 1% | 0.4% | -12% | nt | nt | 0% | -1.7% | -2% | nt | 12%
O=C(CC12CC3CC(CC(Br)(C3)C1)C2)NCc1ccccc1 | -3% | 0.0% | 2% | i | 1.2 | -1% | 1.1% | -3% | -24% | -6%
CCCN1CCc2c(sc(NC(=O)c3ccc(S(=O)(=O)N(C)c4ccccc4)cc3)c2C(=O)NC)C1 | 30% | 21% | 9% | + | 3.2* | -2% | 6.7% | -3% | -13% | -9%
Oc1cccc2c(NC(=S)Nc3ccc(OC(F)F)cc3)cccc12 | 7% | 45% | 24% | i | 0.0 | 120% | 7.4% | -3% | -82% | 14%
CC(C)(Oc1ccc(Cl)cc1)C(=O)N1CCN(C(=O)c2ccco2)CC1 | 4% | -0.5% | -16% | i | 0.5 | 2% | -5.2% | -10% | -16% | 5%
O=C(NCc1cccnc1)c1cccnc1-c1nc2ccccc2s1 | -7% | -0.5% | -34% | i | 1.0 | -1% | -7.2% | 0% | 23% | 9%
O=C(Cc1cccs1)NCc1ccccc1F | -17% | 3.4% | -20% | i | 0.7 | -1% | -1.4% | -4% | -16% | 6%
CC1CCCC(C)N1c1nnc(NC(=O)c2cc(-c3ccc(Br)cc3)on2)s1 (stereo not given) | 26% | -2.8% | 45% | i | 1.6 | 1% | 2.7% | -3% | 1% | 9%
CCCCC(=O)N(Cc1ccc(-c2ccccc2-c2nn[nH]n2)cc1)[C@H](C(=O)O)C(C)C | 16% | 2.1% | -9% | nt | nt | 11% | -5.3% | -3% | 10% | -5%&-10%
Cc1ccc2nccc(C(=O)N3CCCC(Nc4ccc(F)cc4)C3)c2c1 (stereo not given) | 5% | -1.1% | -14% | i | 1.0 | -3% | -2.3% | -6% | 27% | 1%
COc1cc(OC)cc(C(=O)NC(=S)Nc2nc(-c3cc4ccccc4o3)cs2)c1 | 1% | 1.5% | -2% | i | 0.5 | -2% | 4.1% | -2% | -53% | -1%
Cc1ccc(N2CCN(C(=S)Nc3ccc(Cl)cc3)CC2)cc1 | -2% | 0.0% | -19% | i | 0.6 | 0% | -0.8% | -4% | -11% | -7%
CN=C1c2cc3cc(OC)ccc3n2CCN1C | 2% | 2.5% | -29% | + | 3.1* | 21% | -2.7% | -4% | -10% | -13%
CC1CC1C(=O)Nc1nc(-c2cccs2)c(-c2cccs2)s1 (stereo not given) | -22% | 11% | -24% | i | 0.5 | 23% | 1.6% | -5% | 15% | 7%
O=C(COc1ccc(S(=O)(=O)Nc2ccccc2)cc1)NCc1ccncc1 | 11% | -0.5% | -9% | i | 0.5 | -3% | -2.4% | 1% | -2% | -4%
CCCCc1ccc(NC(=S)NCc2ccc(OC)cc2)cc1 | -26% | -0.8% | -22% | i | 0.2 | 1% | -0.2% | -1% | -49%[20 µM] | -7%
COc1ccccc1-c1ccc(=O)n(CC(=O)NCc2cccs2)n1 | -16% | -0.8% | -50% | i | 0.4 | -5% | 6.3% | -2% | -39% | 0%
O=C(CCNc1n[nH]c(=O)[nH]c1=O)N/N=C/c1ccccc1Br | 11% | -2.1% | -29% | i | 0.2 | 2% | -2.3% | 2% | 21% | -4%
O=C(NC1CCCC1)C1c2ccccc2C(=O)N1CCCN1CCOCC1 (stereo not given) | 3% | 2.3% | -30% | i | 2.0 | 2% | -2.0% | -3% | -4% | -1%
O=C(CSc1c[nH]c2ccccc12)N1CCOCC1 | 13% | -1.8% | nt | i | 8.3 | 2% | 1.5% | -3% | 17% | 0%
CCOC(=O)c1ccc(NC(=O)CNC(=O)c2ccco2)cc1 | -5% | 1.1% | -32% | i | 0.4 | 2% | 0.2% | -1% | -25%[20 µM] | -3%
Cc1cccnc1NC(=S)NC(=O)/C=C/c1ccccc1 | -35% | -1.4% | 12% | i | 0.3 | -4% | -1.3% | 0% | 19% | -1%
Cc1ccc(Nc2nnns2)cc1C | 9% | 1.1% | -1% | i | 1.2 | 0% | 0.3% | -1% | -26% | -9%
CC1(C)CC(CC(=O)Nc2nccs2)(c2ccccc2)CCO1 (stereo not given) | 13% | -0.1% | -8% | i | 0.2 | 11% | -0.6% | -4% | 21% | -4%
CCCCC1CCC(c2ccc(C(N)=O)cc2)CC1 (stereo not given) | 1% | -0.7% | -13% | i | 0.5 | 2% | -0.9% | 4% | 18% | 4%

An excerpt from above in order of the KOR beta-arrestin-2 value, ascending:
structure	NOD2 inhibition	HIV peptide binding	NOD1 inhibition	Myeloid diff 2 GFP+ MAC1+ %	SIAH1 antagonists	KOR beta-arrestin-1	LYP phosphatase	KOR beta-arrestin-2	PhoP inhibition
Oc1cccc2c(NC(=S)Nc3ccc(OC(F)F)cc3)cccc12	7%	45%	24%	0.0	120%	7.4%	-3%	-82%	14%
COc1cc(OC)cc(C(=O)NC(=S)Nc2nc(-c3cc4ccccc4o3)cs2)c1	1%	1.5%	-2%	0.5	-2%	4.1%	-2%	-53%	-1%
CC1CC1C(=O)Nc1nc(-c2cccs2)c(-c2cccs2)s1 (stereo not given)	-22%	11%	-24%	0.5	23%	1.6%	-5%	15%	7%

Next section:
SMILES | NOD2 inhibition | HIV peptide binding | NOD1 inhibition | Myeloid diff 2 | Myeloid diff 2 GFP+ MAC1+ % | SIAH1 antagonists | KOR beta-arrestin-1 | LYP phosphatase | KOR beta-arrestin-2 | PhoP inhibition
COCCNC(=O)CSc1ccccc1C(=O)NC1CCSc2ccccc21 (stereo not given) | 8% | 1.0% | 20% | i | 4.0 | -4% | 1.4% | -3% | -7% | 7%
Cc1csc(NC(=O)CSc2ccccc2F)n1 | -15% | -1.2% | -42% | i | 1.1 | -3% | -1.6% | 2% | 8% | 1%
O=C1c2ccccc2C(=O)N1Nc1ccc([N+](=O)[O-])cc1[N+](=O)[O-] | 1% | -3.5% | -25% | i | 0.5 | 13% | -7.1% | -6% | -7%[20 µM] | 0%
O=C(O)c1ccc(-n2cccc2/C=C2/SC(=O)N(CC(=O)N3CCCC3)C2=O)cc1 | 7% | 33% | -30% | nt | nt | 28% | 1.7% | 5% | 18% | -4%
O=C(CCNS(=O)(=O)c1ccccc1)N1CCC(Cc2ccccc2)CC1 | 6% | -1.2% | -22% | i | 1.0 | -1% | 0.3% | -3% | -2% | -3%
CCN(CC)CCN1C(=O)C(O)=C(C(C)=O)C1c1ccccc1 (stereo not given) | 9% | -1.8% | 5% | nt | nt | 1% | 4.2% | -9% | 10% | nt
N#Cc1cnn2c1nc(N1CCOCC1)c1ccccc12 | -3% | 0.1% | 14% | i | 1.0 | -5% | -3.2% | -6% | 9% | -17%
CC(CCc1ccccc1)NC(=O)C(=O)NCCc1ccccc1 (stereo not given) | 0% | -0.7% | -20% | i | 1.5 | 13% | 4.6% | -8% | nt | 4%
COc1ccc(CN(C)CC(O)COc2ccc(-c3ccccc3)cc2)cc1OC (stereo not given) | 23% | -0.6% | -12% | nt | nt | 0% | -1.3% | -9% | -50% | 11%
Cn1c(=O)n(C)c2cc(N3CCCC3)c(NC(=O)c3cccc(F)c3)cc21 | -1% | -0.3% | -16% | i | 0.3 | 12% | -1.1% | -7% | -20% | 3%
CCN(CC)c1ccc(C=C2C(=O)OC3(CCCCC3)OC2=O)cc1 | -11% | 44% | 16% | i | 0.1 | -6% | 10% | -1% | -53% | -19%
Cc1cc(=O)oc2cc(OC(=O)c3ccco3)ccc12 | 7% | -1.6% | 42% | i | 0.2 | 2% | nt | -13% | -10%[20 µM] | 1%
COc1ccc(C(c2nnnn2CC2CCCO2)N2CCN(c3ccc(F)cc3)CC2)cc1 (stereo not given) | -10% | -0.7% | -6% | i | 0.6 | 7% | 4.9% | 0% | 2% | -6%
Cc1cc(NC(=O)CCC2COc3ccccc3O2)no1 (stereo not given) | -13% | 0.9% | -19% | i | 0.3 | -2% | 4.2% | 0% | 9% | -4%
CCCCNc1nnc(CCn2nc(C)c(Br)c2C)s1 | -1% | 0.3% | 45% | i | 0.5 | -3% | 8.0% | 1% | -36% | -8%
O=C(COCc1cc(-c2ccc3c(c2)OCO3)on1)N1CCN(c2ccc(F)cc2)CC1 | -58% | -1.4% | 1% | i | 2.7 | 0% | 3.8% | -13% | -38% | 0%
CCc1ccc(-c2cc(C)no2)cc1S(=O)(=O)NCc1ccc(OC)c(OC)c1 | 19% | 2.7% | -4% | i | 4.1 | 6% | 5.1% | -12% | -25% | -2%
COc1ccc(OCCSc2ncccn2)cc1 | -74% | -3.4% | -28% | i | 1.1 | 2% | -0.9% | -4% | 3% | 2%
COc1ccccc1N(C)S(=O)(=O)c1ccc(C(=O)OCC(=O)Nc2ccccc2F)cc1 | -7% | 0.3% | -2% | i | 0.3 | -9% | 1.4% | -2% | -18% | -4%
COc1ccccc1C(c1nnnn1C(C)(C)C)N1CCCCCC1 (stereo not given) | -16% | -1.3% | 2% | i | 3.1 | 6% | 0.1% | -5% | 41% | -3%
Cc1cc2c3c([nH]c2cc1S(=O)(=O)N1CCC2(CC1)OCCO2)CC(C)(C)CC3=O | 2% | -0.2% | 2% | i | 2.7 | 1% | 4.7% | -8% | -44% | -5%
COc1ccc(C)cc1NC(=O)C(OC(=O)CNC(=O)c1ccc(Oc2ccccc2)cc1)c1ccccc1 (stereo not given) | 3% | -0.3% | -48% | i | 0.1 | -1% | -0.2% | 0% | -21% | -8%
NS(=O)(=O)c1ccc(N/C=C\C(=O)c2ccc(F)cc2)cc1 | -69% | 0.5% | -69% | i | 0.3 | -3% | 1.5% | 1% | -13% | -2%
N=c1n(CCN2CCCCC2)c2ccccc2n1CC(=O)c1cccc([N+](=O)[O-])c1 | -8% | 1.5% | 10% | + | nt | -2% | nt | 2% | nt | -1%
O=C1CCCC2=C1C(c1ccco1)Nc1ccc3ccccc3c12 (stereo not given) | -6% | -0.3% | -38% | + | 1.3* | 1% | -2.5% | 8% | 0% | 7%
CC(C)(C)NC(=O)CSc1nnc(-c2ccccn2)n1Cc1ccccc1 | -16% | 0.0% | -7% | i | 0.4 | 2% | 15% | -5% | 35% | 2%
O=C(NCCn1c(-c2ccncc2)nc2ccccc21)[C@H]1CCCN1c1nc(CN2CCCCC2)cs1 | 20% | 3.2% | 6% | i | 2.8 | 6% | nt | -12% | nt | 8%
CC(NC(=S)Nc1ccc(Cl)cc1Cl)C(c1cccs1)N1CCCC1 (stereo not given) | -4% | 0.0% | -26% | i | 0.0 | 6% | 1.2% | -4% | 14% | 4%
CN(Cc1nc(-c2cccnc2)no1)S(=O)(=O)c1ccc2ccccc2c1 | -13% | 1.1% | -4% | i | 9.4 | 1% | 1.3% | -3% | 24% | 2%
CC(C)CNC(=S)N(CCCO)Cc1cc2cc3c(cc2[nH]c1=O)OCO3 | 9% | -1.2% | 22% | i | 0.5 | -8% | 4.1% | -10% | -50%[20 µM] | 1%
CCOC(=O)c1nc(NCc2ccccc2)c2ccccc2n1 | 10% | 5.3% | 6% | i | 0.1 | 6% | -5.3% | -4% | 14% | -4%

Only part of the results is shown. The share of hits here may be higher or lower than overall.
